Source: PubChem BioAssay (National Center for Advancing Translational Sciences (NCATS))
Lipid storage S3 – qHTS Assay for Lipid Storage Modulators in Drosophila S3 Cells | Drosophila S3 cells, BODIPY lipid droplet fluorescence, 18-24 h; cells fed with added oleic acid | lipid storage change, negative = inhibition, % at the top dose, mostly 46.1 µM; hits show Potency in µM | 0.64% of 320,000 active; active = well fitted inhibition curve with a large enough effect in the signal ratio, with a control signal flat, not every such curve was filed as active; inconclusive = small, poorly fitted or top-dose-only effect, or effect the other way, or a change in a side signal; the % refers to the signal ratio
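Laser-scanning cytometry quantifies lipid droplet accumulation (500–530 nm total intensity; droplet/cell object ratio) in oleic acid-fed (400 uM added) Drosophila S3 cells treated with a concentration series. 20 uM Triacsin C defined 100% inhibition.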
Lipid storage S3 cell count max – further read-out of Lipid storage S3, marked with its call; cell number change, %; measured here: cell count max response;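 cells counted by Cell Tracker Red CMTPX staining in the red channel; peak over a dose series mostly up to 46.1 µM; percent activity relative to internal control wells on each plate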
Starred values were filed as active, the others as inactive; i = inactive; ? = inconclusive; . = not tested or not shown; [ ] = another dose, or the depositor's remark. % is scaled to controls: 0 for no effect and ±100 for the full control effect; potency is read from the fitted curve at half-maximal effect. These rows are one share of the data (hit frequency here may not be typical).

The opening three records, to show the layout:
SMILES	Lipid storage S3	Lipid storage S3 cell count max
CC(=O)Nc1ccc(S(=O)(=O)N2CCN(CC(O)COc3ccc4ccccc4c3)CC2)cc1 (configuration not stated)	?	.
Cc1ccc2nc(/N=C(\N)NC(=O)N3c4ccccc4Sc4ccccc43)nc(C)c2c1	?	.
CCOc1ccc(N2CC(NC(=O)c3ccc4ccccc4c3)CC2=O)cc1 (configuration not stated)	?	.

This part in full, repeating the preview:
SMILES	Lipid storage S3	Lipid storage S3 cell count max
CC(=O)Nc1ccc(S(=O)(=O)N2CCN(CC(O)COc3ccc4ccccc4c3)CC2)cc1 (configuration not stated)	?	.
Cc1ccc2nc(/N=C(\N)NC(=O)N3c4ccccc4Sc4ccccc43)nc(C)c2c1	?	.
CCOc1ccc(N2CC(NC(=O)c3ccc4ccccc4c3)CC2=O)cc1 (configuration not stated)	?	.
COc1ccc(C(=O)C(C)[n+]2ccc(C)c3ccccc32)cc1[N+](=O)[O-] (configuration not stated)	-15%	7
O=C(CN(Cc1ccc(Br)cc1)S(=O)(=O)c1ccccc1)NCC1CCCO1 (configuration not stated)	i	3
Cc1ccc(NC(=O)CSC2=NN3CCCC(=O)N=C3S2)cc1Cl	?	.
COc1ccc(S(=O)(=O)N2CCCCCC2)cc1C(=O)N(C)CC(=O)Nc1ccc(F)cc1	i	.
Cc1cc(Cl)c(S(=O)(=O)NCc2ccccc2)cc1OCC(N)=O	0%	9
CCCN(C(=O)C1CCN(S(=O)(=O)c2ccc(OC)c(OC)c2)CC1)C1CCS(=O)(=O)C1 (configuration not stated)	-17%[0.0737 µM]	14
S=C(Nc1ccccn1)NC1CCCC1	i	-26

Complete entries, looked up by structure. Order of screens: Lipid storage S3 | Lipid storage S3 cell count max
Record of `CCOc1ccc(N2CC(NC(=O)c3ccc4ccccc4c3)CC2=O)cc1` (configuration not stated) → ? | .
Record of `COc1ccc(C(=O)C(C)[n+]2ccc(C)c3ccccc32)cc1[N+](=O)[O-]` (configuration not stated) → -15% | 7
Record of `Cc1cc(Cl)c(S(=O)(=O)NCc2ccccc2)cc1OCC(N)=O` → 0% | 9

Next structures follow:
SMILES	Lipid storage S3	Lipid storage S3 cell count max
CCN(CC)C(=O)CCSc1nnc(-c2ccco2)o1	8%	0
CC(=O)Nc1ccc(S(=O)(=O)NC2(C(F)(F)F)C(=O)Nc3c2c(=O)[nH]c(=O)n3C)cc1 (configuration not stated)	?	.
CC(=O)N(/N=C1\Sc2ccccc2C1=O)c1cccc(C)c1	?	.
Cc1nnc(SCc2cc(=O)[nH]c(N3CCN(C)CC3)n2)s1	-3%	-16
O=C1COc2ccc3ccccc3c2CN1	1%	1
COCCCNC(=O)CCCn1c(=O)c2ccccc2n(Cc2cccc([N+](=O)[O-])c2)c1=O	2%	21
O=C(Cc1ncc(C(F)(F)F)cc1Cl)NNc1cccc(F)n1	0%	3
COc1ccc(-c2ccnc(-c3ccc(O)cc3)n2)cc1	?	.
O=C(O)C1C2C=CC(O2)C1C(=O)NCCc1cccc(Cl)c1 (configuration not stated)	?	.
CC(NCC(=O)NC(=O)NC1CCCC1)c1ccc(Cl)cc1Cl (configuration not stated)	?	.
CC(=O)Nc1ccc(NC(=O)CCNS(=O)(=O)c2cccc3nsnc23)cc1	?	.
Cc1nc(SCC(=O)Nc2ccc(C)c(F)c2)c2oc3ccccc3c2n1	i	29
Cc1cccc(C(=O)O/N=C(\N)Cc2cccc3ccccc23)c1	14%	16
Cc1ccc(NC(=O)CSC(C)C(=O)OCC(=O)N2CCN(C(=O)c3ccco3)CC2)cc1 (configuration not stated)	14%	.
O=C(Nc1nnc(-c2cccnc2)o1)c1ccccc1Cl	?	.
CCCS(=O)(=O)N1CCCC(C(=O)NCCCN(C)Cc2ccccc2)C1 (configuration not stated)	?	.
O=C(O)c1ccc2c(c1)CCC2	?	.
O=C(CCc1nc2ccccc2[nH]c1=O)OCC(=O)N1CCc2ccccc21	-2%	12
Cc1ccc(N(CCC#N)C(=O)CSc2nnc3ccccn23)cc1	?	.
CCOC(=O)c1c(C)[nH]c(C(=O)OC(C)C(=O)NC2CCCCC2C)c1C (configuration not stated)	?	.
CCOc1ccc(-c2nnc(SCC(=O)N(CC)CC)n2N)cc1	?	.
COc1cc(C(=O)NC(=S)Nc2ccccc2[N+](=O)[O-])cc(OC)c1OC	?	.
O=C(O)c1oc2ccccc2c1CSCc1ccccc1	2%	5
CCOc1ccc(Nc2ncnc3ccc([N+](=O)[O-])cc23)cc1	?	.
CCOC(=O)CN1C(=O)C(C)(C)Oc2ccc(C(=O)NC(C)(C)CC)cc21	?	.
O=C(NCC(=O)N(CCN1CCOCC1)C(C(=O)NC1CCCC1)c1ccccc1)c1cccs1 (configuration not stated)	9%	0
CC1=C(OC(=O)c2ccccc2)C(C)(C)C(c2ccc(Br)cc2)OC1=O (configuration not stated)	i	23
Cc1cc(C(=O)N(C)Cc2c(F)cccc2Cl)c2ccccc2n1	5.2µM*	-7.3*
O=C(NCc1cccnc1)/C(=N\O)c1ccccc1	8%	-16
COC(=O)c1ccc(NC(=O)COc2ccc3c(c2)OCO3)cc1	?	.
O=C(COc1ccccc1Cl)Nc1ccccc1C(=O)N1CCCCC1	?	.
C=CCn1c(=N)c(S(=O)(=O)c2ccc(C)c(C)c2)cc2c(=O)n3ccccc3nc21	?	.
O=C(Cn1nc(Cc2cccnc2)c2ccccc2c1=O)NCc1ccc(F)cc1	?	.
O=C(Nc1ccc(F)cc1)Nc1ccccc1C(=O)NCCN1CCNC1=O	?	.
O=C(O)C(Oc1ccc2c(c1)oc(=O)c1ccccc12)c1ccccc1 (configuration not stated)	i	-3
Cc1ccnc(N2CCC(C(=O)Nc3nnc(C)s3)CC2)n1	11%	-11
CCCc1cc(C(=O)Nc2cc(C)on2)no1	?	.
CCNC(=S)Nc1ccc(N(c2ccccc2)C(C)C)cc1	i	.
COC(=O)CNC(=O)c1ccc(F)cc1	-22%	-13
C=CCn1c(SCc2ccc(C#N)cc2)nnc1-c1cccc(Cl)c1	?	.
O=C(Nc1ccccc1N1CCCC1)C1=COCCO1	?	.
CC1CCN(C(=O)Cn2c3ccccc3c3nc4n(c(=O)c32)CCS4)CC1	?	.
Cc1ccc(NC(=O)Cn2nnc(-c3ccccc3-n3cnnn3)n2)c(C)c1	8%	.
CC1(C)Oc2ccc3ccc(=O)oc3c2[C@@H](O)[C@@H]1O	-1%	-12
CSC(=NCc1ccc(F)cc1)NS(=O)(=O)c1cccs1	8%	-8
O=C(CSc1nncs1)Nc1ccc(Cl)cn1	-3%	-6
Cc1ccc(OCC(=O)N/N=C\c2ccc(-c3cccc(C(=O)O)c3)o2)c(C)c1	?	.
CCOc1cc(C2C(C(=O)OC(C)C)=C(C)N=C3SCCC(=O)N32)ccc1OC(C)=O (configuration not stated)	?	.
CC1CCCN(Cc2nc3c(c(=O)n(C)c(=O)n3C)n2CC(=O)c2ccccc2)C1 (configuration not stated)	i	.
CS(=O)(=O)N(CC(=O)NC1CCCC1)c1ccc2c(c1)OCCO2	i	7

Continued.
SMILES	Lipid storage S3	Lipid storage S3 cell count max
CCCC(=O)Nc1cc(-c2nnc(OC)c3ccccc23)ccc1N1CCCCC1	i	.
Cn1cc(CNC(=O)C23CC4CC(CC(C4)C2)C3)cn1	1%	-1
Cc1ccc(-n2ncc(Br)c(Br)c2=O)cc1	?	.
O=C(CC1C(=O)NCCN1C(=O)Nc1ccccc1)Nc1ccc(F)cc1 (configuration not stated)	?	.
COc1ccc2ccccc2c1C1CC(=O)N2CN(Cc3ccco3)CSC2=C1C#N (configuration not stated)	?	.
COc1cc2c(c(OC)c1OC)-c1c(cc3c(c1OC)OCO3)C[C@H](C)[C@@](C)(O)C2	?	.
Cc1cc(=O)n(C)c(=O)n1CCCCCCOc1ccc([N+](=O)[O-])cc1	?	.
COc1ccc2c(c1)c1nc3n(c(=O)c1n2CC(=O)Nc1cc(C)[nH]n1)CCS3	?	.
Cc1ccc(OCCNC(=O)Cc2ccc(F)cc2)cc1	-11%	11
C=CCn1c(=O)c2c(nc3n2CCS3)n(C)c1=O	-7%	6
CC1=Nn2c(nnc2-c2ccccn2)SC1	?	.
CC(=O)NC(CC(=O)NNC(=O)c1cccs1)c1ccccc1 (configuration not stated)	10%	27
CSc1nnc(C)c(=O)n1COC(=O)c1ccccc1	-4%	-8
CCNS(=O)(=O)c1ccc(CCC(=O)N2CCN(c3cc(Cl)ccc3C)CC2)cc1	?	.
Cc1nc(C)n(CCNS(=O)(=O)c2ccc(C)c(C)c2)n1	i	6
Cc1nn(C2CCS(=O)(=O)C2)c(C)c1C=O (configuration not stated)	16%	.
Cc1ccccc1NC(=O)c1ccc(S(=O)(=O)C(F)F)cc1	8%	-1
CC1CCCCN1C(=O)NC12CC3CC(CC(C3)C1)C2 (configuration not stated)	?	.
CCOC(=O)N1CCN(c2cc(N)c([N+](=O)[O-])cc2F)CC1	?	.
O=C1Cc2ccccc2C(=O)N1OCc1ccc(Cl)cc1Cl	?	.
O=C(Nc1ccc(OCC(=O)N2CCOCC2)cc1)c1cc(F)c(F)cc1Cl	?	.
OCCC1CN(Cc2cc3c(cc2Cl)OCO3)CCN1C1CCCC1 (configuration not stated)	?	.
CC(C)c1ccccc1NC(=S)N1CCN(Cc2ccc3c(c2)OCO3)CC1	13%	12
CN1/C(=C\C=C(/C#N)C(=O)Nc2ccccc2F)C(C)(C)c2ccccc21	?	.
CCN(CC)c1ccc(C=NCCc2ccc(S(N)(=O)=O)cc2)cc1	?	.
CCCCNC(=O)CNC(=O)c1nn(-c2ccc(OC)cc2)c(=O)c2ccccc12	?	.
CN(Cc1cccc2cnccc12)C(=O)c1cc(COc2ccc(F)cc2Cl)on1	i	.
Cc1cc(C(=O)CN2C(=O)c3ccccc3S2(=O)=O)c(C)n1CC1CCCO1 (configuration not stated)	?	.
COc1cc2c(cc1OC)CN(C(=O)c1sc(-c3cnccn3)nc1C)CC2	?	.
CC(=O)Nc1ccc(S(=O)(=O)/N=C2\C(=O)c3ccccc3C([O-])=C2n2cc[n+](-c3ccccn3)c2)cc1	0%	-6
CCC(=O)Nc1cccc(NC(=S)NC(=O)c2cccs2)c1	?	.
CCOC(=O)c1sc2ccccc2c1OC(=O)c1ccccc1	i	15
COc1cc(/C=C2/C(=N)N3N=C(C)SC3=NC2=O)ccc1OS(=O)(=O)c1ccc(C)cc1	i	-5
O=C(CC1CCCCC1)NCc1ccco1	8%	14
NS(=O)(=O)c1ccc(NC(NC(=O)c2cccnc2)C(Cl)(Cl)Cl)cc1 (configuration not stated)	2%	14
Cc1ccc(NC(=O)CN(C)C(=O)Cn2ccsc2=N)cc1	?	.
COc1ccc(-n2cc(CNC(C)c3ccncn3)c(-c3cccc(F)c3)n2)cc1 (configuration not stated)	3%	0
CC(c1n[nH]c(=S)n1-c1ccc(F)cc1)N1CCCCC1 (configuration not stated)	?	.
O=C(CSCc1ccccc1Cl)N/N=C/c1ccco1	-13%	1
CC1CCC(=NNC(=O)Cc2ccccc2)CC1 (configuration not stated)	-2%	17

Taken from the results shown for reference:
SMILES	Lipid storage S3	Lipid storage S3 cell count max
O=C(CC1CCCCC1)NCc1ccco1	8%	14
NS(=O)(=O)c1ccc(NC(NC(=O)c2cccnc2)C(Cl)(Cl)Cl)cc1 (configuration not stated)	2%	14
Cc1ccc(NC(=O)CN(C)C(=O)Cn2ccsc2=N)cc1	?	.
COc1ccc(-n2cc(CNC(C)c3ccncn3)c(-c3cccc(F)c3)n2)cc1 (configuration not stated)	3%	0
CC(c1n[nH]c(=S)n1-c1ccc(F)cc1)N1CCCCC1 (configuration not stated)	?	.
O=C(CSCc1ccccc1Cl)N/N=C/c1ccco1	-13%	1
CC1CCC(=NNC(=O)Cc2ccccc2)CC1 (configuration not stated)	-2%	17

(listing goes on)
SMILES	Lipid storage S3	Lipid storage S3 cell count max
O=C(NCc1ccco1)c1cc2sccc2n1Cc1ccc(F)cc1	?	.
COC(C[C@@H]1O[C@@H]1C(=O)COCc1ccccc1)OC	?	.
CC(C)C(NS(=O)(=O)c1cccc2nsnc12)C(=O)N1CCn2c1nc1ccccc12 (configuration not stated)	?	.
Cc1ccc(C2=CSC3=NNC4(CCCCC4)NN23)cc1	18%	-2
O=C(COC(=O)c1cccc(O)c1)c1ccccc1	16%	12
O=C(CC1Sc2ccccc2NC1=O)NNC(=O)Nc1ccc(Cl)cc1 (configuration not stated)	?	.
C/C(=N\NC(=O)COc1cccc(Cl)c1)c1ccc2c(c1)OCCO2	?	.
Cc1ccc2[nH]cc(CCNC(=O)Nc3ccccc3)c2c1	?	.
CCCNC(=O)c1c(O)c2cccc3c2n(c1=O)CCC3	8%	6
C=CCN1C(=O)CN=C1NCc1ccccc1	3%	-12
CN1c2ccccc2N(C)C1(C)c1cccc2ccccc12	?	.
Cn1c(=O)c([N+](=O)[O-])c(NCc2ccccc2Cl)c2ccccc21	6%	1
O=C(Nc1ccc(S(=O)(=O)C(F)F)cc1)c1cccc(S(=O)(=O)N2CCOCC2)c1	i	.
FC(F)(F)c1cccc(-c2nnc(-c3ccccc3)c(N3CCOCC3)n2)c1	4%	10
Cc1ccccc1OCCCn1c(CO)nc2ccccc21	2%	0
N#Cc1cc(C#N)c(SCC(=O)NCC2CCCO2)nc1N (configuration not stated)	?	.
CCN1C(=O)C(CC(=O)Nc2c(C)cccc2C)Nc2cc(S(=O)(=O)N(C)C)ccc21 (configuration not stated)	-18%	15
COc1ccccc1/C=C/C=N/N1CCN(Cc2ccccc2)CC1	?	.
COc1cc(/C=C(/C#N)c2nc3ccccc3[nH]2)ccc1OCc1ccc(C(=O)O)o1	?	.
